Assay outcomes: PubChem, several laboratories
Efflux pump inh: inhibitors of Candida antifungal efflux pumps expressed in yeast; S. cerevisiae Candida pump triplex, Nile Red efflux; 330,000 compounds, 0.44% hits; inhibition, % at 10 µM;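 active means plate passing quality check with inhibition over a set limit, or well fluorescence over plate mean plus 4 SD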;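 further: Nile Red retained in pooled yeast measured as flow cytometry median fluorescence; 0% = buffer negative control and 100% = Enniatin B positive control; higher means more Nile Red kept so more efflux inhibition; some compounds called inactive have numbers as strong as hits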
LYPLA2 inh: blocks human lysophospholipase 2, a PME1 counter-screen; O95372; recombinant LYPLA2, FP-Rh probe fluorescence polarization; inhibition, % at 5.9 µM; 320,000 compounds, 0.38% hits;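 active means inhibition above the screen-wide mean plus 3 SD, limit set per campaign, cut at about 26% in these data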;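 further: 0% = LYPLA2 with DMSO and 100% = wells lacking LYPLA2 enzyme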
Target sequence (O95372 whole entry, looked up): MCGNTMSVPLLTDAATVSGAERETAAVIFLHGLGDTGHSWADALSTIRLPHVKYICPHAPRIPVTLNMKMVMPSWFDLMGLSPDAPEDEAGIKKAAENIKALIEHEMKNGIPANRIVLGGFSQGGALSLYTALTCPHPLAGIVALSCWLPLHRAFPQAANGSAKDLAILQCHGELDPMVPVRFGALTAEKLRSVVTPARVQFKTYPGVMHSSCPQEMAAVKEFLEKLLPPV
PP1 inh: blocks human PP1-alpha phosphatase, a PP5 counter-screen | purified PP1alpha, OMFP fluorescence | P62136 | inhibition, % at 6.7 µM | 320,000 compounds, 0.9% hits;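 active means inhibition above the mean inhibition of all tested compounds plus 3 SD, computed separately for each screening campaign, cut at about 15% in these data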
Target sequence (P62136 whole entry, looked up): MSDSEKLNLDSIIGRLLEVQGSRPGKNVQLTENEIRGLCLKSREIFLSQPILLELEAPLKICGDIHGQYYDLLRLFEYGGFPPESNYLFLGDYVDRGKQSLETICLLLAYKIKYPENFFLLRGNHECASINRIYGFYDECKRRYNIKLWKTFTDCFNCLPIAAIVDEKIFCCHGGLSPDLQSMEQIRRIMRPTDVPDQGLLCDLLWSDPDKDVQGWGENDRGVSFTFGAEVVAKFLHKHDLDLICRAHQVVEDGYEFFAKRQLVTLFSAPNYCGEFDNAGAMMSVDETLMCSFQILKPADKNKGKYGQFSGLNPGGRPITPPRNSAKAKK
Fh CTSL1 inh: counter-screen for PFM18AAP inhibitors: inhibitors of F. hepatica cathepsin L1; 300,000 compounds, 0.49% hits; recombinant F. hepatica cathepsin L1, Z-Leu-Arg-MCA fluorescence; AID 1906; inhibition, % at 5.96 µM;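 active means inhibition above the mean of all tested compounds plus 3 SD, set per screening campaign, cut at about 17% in these data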;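 further: 0% = plate median of test compound wells and 100% = 1 µM Z-Phe-Ala-diazomethylketone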
core dimer inh: HCV core protein dimerization inhibition. TR-FRET GST/Flag-core106 dimerization, 1536-well. 300,000 compounds, 0.33% hits. inhibition, % at 5 µM. AID 1899;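 active means inhibition above the mean of all tested compounds plus 3 SD, set per screening campaign, cut at about 45% in these data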
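Assay system – GST-tagged and Flag-tagged HCV core protein residues 1-106 · Quantity – core106 proteins, GST 13.5 nM and Flag 17 nM · Benchmarks – unlabelled core106 and no-GST-core106 wells · Read-out basis – percent inhibition of core106 dimerization signal · Detection – time-resolved FRET, ex 340 nm, em 617 and 671 nm · Schedule – 4 h at 22.5 °C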
TPT1 inhibitor: C. albicans TPT1 enzyme inhibition. recombinant caTPT1, FP RNA substrate dephosphorylation. AID 1962. 300,000 compounds, 0.81% hits. inhibition, % at 5 µM;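 active means inhibition above the mean of all tested compounds plus 3 SD, set per screening campaign, cut at about 24% in these data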;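 further: plate controls were DMSO alone for no effect and ferristatin control at 100 nM for full effect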
PREPL inhibitor: inhibitors of human prolyl oligopeptidase-like enzyme PREPL; Q4J6C6; inhibition, % at 5.96 µM; recombinant PREPL, fluorescence polarization activity-based probe; 320,000 compounds, 0.68% hits; AID 2751; in the data active means inhibition above about 43%;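 further: 0% = enzyme with DMSO and 100% = wells lacking enzyme; many of its hits are not listed in these tables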
PP5 primary: inhibitors of human protein phosphatase 5 (PP5); P53041; purified PP5c, OMFP substrate fluorescence; inhibition, % at 6.7 µM; 320,000 compounds, 0.18% hits;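 active means inhibition above the campaign's mean inhibition across all tested compounds plus 3 SD, cut at about 9.5% in these data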;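 further: 0% = DMSO only and 100% = 100 µM cantharidin control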
JMJD2C inh: human JMJD2C demethylase inhibition | Q9H3R0 | GST-JMJD2C(1-420) H3K9me3 demethylation, DELFIA europium | inhibition, % at 2.35 µM | 330,000 compounds, 0.069% hits | AID 2099;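 active means more than half of a compound's replicate wells show inhibition beyond 50%, single wells judged on their own value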;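 further: signal counts dimethyl H3K9 product captured on neutravidin plate; 0% = median of DMSO wells and 100% = 0.3 times that DMSO median; strong numbers were not always called active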
Target sequence (Q9H3R0 1-420 limits assumed): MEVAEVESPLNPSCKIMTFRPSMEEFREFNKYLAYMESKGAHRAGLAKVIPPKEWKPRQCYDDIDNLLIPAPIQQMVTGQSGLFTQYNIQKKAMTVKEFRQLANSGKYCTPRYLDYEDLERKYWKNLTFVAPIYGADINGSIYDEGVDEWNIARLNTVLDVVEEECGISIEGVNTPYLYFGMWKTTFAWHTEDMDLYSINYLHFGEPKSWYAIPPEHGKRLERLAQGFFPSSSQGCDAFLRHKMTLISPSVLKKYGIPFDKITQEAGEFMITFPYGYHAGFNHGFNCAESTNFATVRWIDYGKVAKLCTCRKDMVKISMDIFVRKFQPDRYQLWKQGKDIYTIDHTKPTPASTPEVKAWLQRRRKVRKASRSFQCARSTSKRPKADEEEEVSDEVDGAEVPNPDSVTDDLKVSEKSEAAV
Active calls of the source: *; · = no result given.

#	structure	Efflux pump inh	LYPLA2 inh	PP1 inh	Fh CTSL1 inh	core dimer inh	TPT1 inhibitor	PREPL inhibitor	PP5 primary	JMJD2C inh
1	O=C(Cc1ccc([N+](=O)[O-])cc1)N/N=C/c1ccco1	0.2	5	0	3	2	2	0	-0.1	-14
2	COc1ccc(OCC(=O)Nc2ccc3c(c2)nc(CCN2CCN(C)CC2)n3C)cc1	-0.3	2	-4	1	-5	-1	17	-1.4	·
3	Cc1ccsc1/C=N/NC(=O)c1ccncc1	0.2	-8	-1	2	0	1	16	-1.9	6
4	CCOC(=O)c1c(NC(=O)CSc2nnc(Cc3ccccc3)o2)sc(C)c1C	0.0	4	7	7	9	-2	15	0.5	11
5	Cc1nc2cc(NC(=O)NCc3ccco3)ccc2o1	-0.1	-2	-1	-2	-4	0	-4	-0.5	1
6	COc1ccc(S(=O)(=O)Nc2ccc(Oc3ccsc3C(=O)O)cc2)cc1	-0.2	-3	0	1	5	0	5	-0.1	9
7	COc1cc(/C=C/C(=O)OCC(=O)NC(=O)NC(C)C)cc(OC)c1OC	0.1	-2	-3	1	1	-1	-3	0.9	-19
8	Cc1c(Cl)cccc1NC(=O)COC(=O)c1c2c(nc3ccccc13)CCN(Cc1ccccc1)C2	0.0	-30	4	3	12	3	51*	3.4	1
9	O=C1C(Cl)=C(N2CCOCC2)C(=O)N1c1cccc(C(F)(F)F)c1	-0.1	0	-2	23*	-6	-2	-2	1.0	-1
10	O=C(c1ccccc1)c1ccc(OCCn2cnc3ccccc3c2=O)cc1	0.2	5	5	11	9	-8	-6	-0.1	10
11	Cc1ccc(Cn2cccc(NC(=O)c3ccco3)c2=O)cc1	0.0	-1	2	-2	0	0	12	0.8	-105
12	CCCN(CC(=O)Nc1ccccc1OC)Cc1c(O)ccc2ccccc12	0.1	3	-3	1	4	-1	-3	3.9	-7

In a second layout: results already given.
7	COc1cc(/C=C/C(=O)OCC(=O)NC(=O)NC(C)C)cc(OC)c1OC
  Efflux pump inh: 0.1
  LYPLA2 inh: -2
  PP1 inh: -3
  Fh CTSL1 inh: 1
  core dimer inh: 1
  TPT1 inhibitor: -1
  PREPL inhibitor: -3
  PP5 primary: 0.9
  JMJD2C inh: -19
8	Cc1c(Cl)cccc1NC(=O)COC(=O)c1c2c(nc3ccccc13)CCN(Cc1ccccc1)C2
  Efflux pump inh: 0.0
  LYPLA2 inh: -30
  PP1 inh: 4
  Fh CTSL1 inh: 3
  core dimer inh: 12
  TPT1 inhibitor: 3
  PREPL inhibitor: 51*
  PP5 primary: 3.4
  JMJD2C inh: 1
9	O=C1C(Cl)=C(N2CCOCC2)C(=O)N1c1cccc(C(F)(F)F)c1
  Efflux pump inh: -0.1
  LYPLA2 inh: 0
  PP1 inh: -2
  Fh CTSL1 inh: 23*
  core dimer inh: -6
  TPT1 inhibitor: -2
  PREPL inhibitor: -2
  PP5 primary: 1.0
  JMJD2C inh: -1
10	O=C(c1ccccc1)c1ccc(OCCn2cnc3ccccc3c2=O)cc1
  Efflux pump inh: 0.2
  LYPLA2 inh: 5
  PP1 inh: 5
  Fh CTSL1 inh: 11
  core dimer inh: 9
  TPT1 inhibitor: -8
  PREPL inhibitor: -6
  PP5 primary: -0.1
  JMJD2C inh: 10

Further records:
#	structure	Efflux pump inh	LYPLA2 inh	PP1 inh	Fh CTSL1 inh	core dimer inh	TPT1 inhibitor	PREPL inhibitor	PP5 primary	JMJD2C inh
13	CN(C)/C=N/C(=S)Nc1ccccc1Cl	0.0	-5	0	0	1	-3	8	-1.6	14
14	O=c1ccc(-c2ccccc2)no1	0.2	0	-1	-2	5	-3	-1	1.2	3
15	CCOc1ccc(C(C)NC(=S)NC2CCCCC2)cc1OCC (stereo not given)	-0.1	-1	-4	2	-1	1	18	0.3	2
16	O=C1OCCC1Sc1nnc(-c2ccco2)n1-c1ccccc1 (stereo not given)	0.0	0	-1	-1	12	0	0	-0.6	0
17	CCn1c2ccccc2c2cc(NC(=S)N3CCOCC3)ccc21	0.1	1	-3	-3	-4	1	10	0.3	-29
18	COc1ccc(-c2cc(-c3nnc(COC(=O)CC4CCCC4)o3)c3ccccc3n2)cc1OC	0.1	-16	-1	8	-12	3	-3	-2.6	-7
19	COc1ccc(NC(=S)N2CCC(N(C)CC3CCCO3)CC2)cc1 (stereo not given)	1.5	-13	5	-2	-2	-2	3	1.7	3
20	O=C(CN(C(=O)CCC(=O)Nc1ccccn1)c1cccc(F)c1)NCc1ccc(F)cc1	-0.1	-3	-4	-2	5	-3	-17	1.5	27
21	CCOC(=O)C1=C(CC)Nc2ccccc2N=C1NC(=O)c1cccc(S(=O)(=O)N2CCCC2)c1	0.0	4	11	0	7	1	-14	-2.1	6
22	COc1ccc(NC(=O)c2ccc3c(c2)N(C)CCS3)cc1	0.3	4	5	0	-17	2	20	2.2	2
23	CN1CCc2c(sc3c2C(=O)NC(c2ccccn2)N3)C1 (stereo not given)	-0.1	-2	-2	4	0	-10	-3	2.3	-1
24	Cc1cc(C(=O)NCCc2ccc(S(N)(=O)=O)cc2)c(C)o1	0.3	-1	-1	0	-11	-1	9	0.6	-7

The list continues.
Order of values: Efflux pump inh	LYPLA2 inh	PP1 inh	Fh CTSL1 inh	core dimer inh	TPT1 inhibitor	PREPL inhibitor	PP5 primary	JMJD2C inh
25. COc1ccc(-n2nc3c(c2NC(=O)C24CC5CC(CC(C5)C2)C4)CS(=O)C3)cc1 (stereo not given)
 : -0.3	2	0	-3	2	-5	-16	2.3	-11
26. Nn1c(SCC(=O)NCCCc2ccccc2)nnc1-c1cccnc1
 : -0.1	-6	-1	-1	1	5	-5	0.5	3
27. Cc1nnc(SCCn2c(N3CCCCCC3)nc3c2c(=O)[nH]c(=O)n3C)s1
 : -0.2	2	-1	2	-7	0	0	1.7	-13
28. CC(C)(C)N(CC#CCC(O)(c1ccccc1)C1CCCC1)CCO (stereo not given)
 : 0.1	-3	4	1	-5	0	6	2.6	-12
29. CCOC(=O)N1CCN(S(=O)(=O)c2ccc3[nH]c(=O)sc3c2)CC1
 : -0.1	-4	-1	0	-2	0	0	1.5	-3
30. COc1ccc(OC)c(CN2CCC(C(=O)N(C)CCc3ccc(OC)c(OC)c3)CC2)c1
 : -0.1	6	0	-1	-6	0	14	-1.9	11
31. COc1cc(/C=N/N=C2/C(=O)Nc3ccccc32)cc(OC)c1O
 : 0.2	4	0	-2	-32	2	9	2.0	10
32. Cc1cccc(OCc2nc3ccccc3n2C)c1
 : 0.1	-7	-2	-7	-4	-2	6	1.8	16
33. Cn1c(SCC(=O)N2CCOCC2)nc2sc3c(c2c1=O)CCCC3
 : -0.2	2	-3	-2	3	-1	20	0.1	11
34. COc1ccc(C2C(C(C)=O)=C(O)C(=O)N2c2nccs2)c(OC)c1 (stereo not given)
 : -0.1	0	-4	1	9	3	-1	3.7	2
35. CCCn1c(N)c(C(=O)CSc2ncn[nH]2)c(=O)n(C)c1=O
 : -0.2	2	-4	·	·	·	0	0.0	4
36. Cc1c(NC(=O)COc2cccc(Br)c2)c(=O)n(-c2ccccc2)n1C
 : -0.1	-7	-1	0	-4	0	-8	0.2	-19
37. CCOC(=O)N1CCN(C(=O)Cc2ccc(Cl)cc2)CC1
 : -0.1	2	0	2	-6	-4	9	-0.1	-7
38. C=CCN(CC=C)C(=O)c1cccc(S(=O)(=O)N2c3ccccc3CC2C)c1 (stereo not given)
 : 0.1	4	0	4	1	0	-1	1.5	14
39. Nc1nnc(SCc2cccnc2)s1
 : -0.1	-8	-2	0	2	-1	2	-0.4	9
40. CCc1c(C(=O)c2ccc(Cl)cc2)oc2c(C)c3oc(=O)cc(C)c3cc12
 : 0.0	1	-1	4	2	-9	-1	-0.8	-7
41. O=C(Nc1ccc2c(c1)CCC2)c1cnc(Cl)c(Cl)c1
 : 0.0	6	1	-13	4	5	4	-0.6	-19
42. COc1ccc(NC(=O)CN2C(=O)c3cccc4cccc2c34)c(OC)c1
 : 0.0	-2	-2	-1	-3	0	-14	0.7	2
43. COc1ccc([N+](=O)[O-])cc1NC(=O)COC(=O)C=C(C)C
 : 0.0	-4	0	-12	0	1	-12	1.0	-2
44. Cc1ccnc(NC(=O)C2CC(=O)N(Cc3ccccc3)C2)c1 (stereo not given)
 : 0.0	0	-5	-13	-1	1	5	-0.6	3
45. O=C(c1cc(Br)ccc1Cl)N1CCCC1
 : -0.2	3	0	-2	-1	-5	8	2.6	-9
46. O=[N+]([O-])c1ccc(/C=N/Nc2ccnc3cc(Cl)ccc23)o1
 : 0.3	-4	7	1	37	68*	34	0.8	-4
47. COc1ccccc1NC(=O)c1cc(S(=O)(=O)N2CCC3(CC2)OCCO3)ccc1F
 : 0.0	5	-1	-3	0	-3	3	2.2	4
48. CC1=Nc2nc(N3CCCCCC3)c(C#N)c3c4c(nc(c23)N1)N(c1ccc2ccccc2c1)C(=O)C4
 : -0.1	5	5	-5	-14	5	63*	-2.8	3
49. COc1cccc(NC(=O)CN(C)C(=O)c2cccc(S(=O)(=O)N3CCN(c4ccc(F)cc4)CC3)c2)c1
 : -0.1	0	-5	1	-9	-2	-54	2.4	-1
50. CCNc1nc(NC(C)C)nc(Oc2ccc(OCCOc3ccc(C)cc3)nn2)n1
 : 0.4	2	1	0	1	1	8	2.0	3
51. CCc1cc2c(=O)c(-c3nc4ccccc4[nH]3)coc2c(CN2CCCCC2C)c1O (stereo not given)
 : 0.0	1	-1	1	-1	1	24	-1.4	14
52. COC(=O)c1ccc(C(C(=O)NC2CCCCC2)N(CCc2ccccc2)C(=O)Cc2cccs2)cc1 (stereo not given)
 : -0.3	5	3	-3	-8	0	1	1.0	4
53. O=C(Cn1cnc2ccccc2c1=O)OCCCCN1C(=O)c2ccccc2C1=O
 : -0.1	0	-5	1	0	0	8	1.4	-15
54. O=C(O)c1cccc(S(=O)(=O)NCC2CCCO2)c1 (stereo not given)
 : -0.1	-2	1	-3	-5	0	-13	3.0	-3

2 compounds picked at random from those above:
Order of values: Efflux pump inh	LYPLA2 inh	PP1 inh	Fh CTSL1 inh	core dimer inh	TPT1 inhibitor	PREPL inhibitor	PP5 primary	JMJD2C inh
32. Cc1cccc(OCc2nc3ccccc3n2C)c1
 : 0.1	-7	-2	-7	-4	-2	6	1.8	16
52. COC(=O)c1ccc(C(C(=O)NC2CCCCC2)N(CCc2ccccc2)C(=O)Cc2cccs2)cc1 (stereo not given)
 : -0.3	5	3	-3	-8	0	1	1.0	4

Carrying on:
Order of values: Efflux pump inh	LYPLA2 inh	PP1 inh	Fh CTSL1 inh	core dimer inh	TPT1 inhibitor	PREPL inhibitor	PP5 primary	JMJD2C inh
55. COc1ccc(-c2csc(NC(=O)CN3C(=O)CCC3=O)n2)cc1
 : 0.0	-3	-2	2	-5	0	0	-1.6	8
56. c1cncc(C(c2nnnn2C2CCCCC2)N2CCCCC2)c1 (stereo not given)
 : -0.1	7	-4	-25	-3	0	-3	1.8	-13
57. Cc1ccc(-c2cc(C(=O)N3CCCC(C(F)(F)F)C3)c3ccccc3n2)o1 (stereo not given)
 : 0.0	-11	0	4	7	5	-13	2.9	0
58. COc1cc([N+](=O)[O-])ccc1NC(=S)Nc1cccc(C(=O)O)c1
 : 0.0	-6	-2	0	5	0	-4	0.7	-9

The list is partial. The share of hits here may be higher or lower than overall.
